High-throughput results: PubChem, Small Molecule Screening Facility, UW Madison
RMI-FANCM inh = disruptors of RMI1/RMI2 association with MM2 peptide – biochemical, fluorescence polarization, human, primary screen; RMI core complex (RMI1/RMI2) binding to FANCM MM2 peptide, human; 70,000 tested, 0.58% active; RMI core complex with F-MM2 peptide; hits give low values; FP signal (polarization) at 33 µM; AID 1159607, 2016; in the data active = FP signal below about 40; also: inactives centre near 61; strong numbers were not always called active; unit not given here
Starred values were filed as active, the others as inactive; & = joins results of further samples.

SMILES	RMI-FANCM inh
Cc1ccc(S(=O)(=O)N2CCCC2CNC(=O)Nc2ccc(Cl)cc2)cc1 (stereo not given)	77
N#C/C(=C\c1cccnc1)c1cccs1	52
O=C(NCC(c1ccsc1)N1CCCCCC1)c1cccc2ccccc12 (stereo not given)	60&76
O=C(Nc1ccc(N=Nc2ccccc2)cc1)NC12CC3CC(CC(C3)C1)C2	53
CCOC(=O)N1CCc2c(sc(NC(=O)CS(=O)(=O)c3ccc(C)cc3)c2C(N)=O)C1	63
Cc1nc(SC(C)c2ccccc2)[nH]c(=O)c1CC(=O)NCc1ccco1 (stereo not given)	61
O=C(COc1ccc(F)cc1)Nc1ccc2c(c1)CN(C(=O)C1CC1)CC2	72
Cc1cc(N2CCOCC2)nc(Nc2ccc(NC(=O)c3ccc(F)cc3)cc2)n1	57
CCc1ccc(S(=O)(=O)Nc2cccc(-c3ccc(N4CCOCC4)nn3)c2)s1	54
FC(F)(F)c1ccncc1-c1nnc(-c2ccccc2)o1	57
O=C(O)COCc1nc2ccccc2[nH]1	54
COc1c(C(=O)O)csc1[N+](=O)[O-]	56
CC(C)OC(=O)CCC/C=C\C[C@@H]1[C@@H](CC[C@@H](O)CCc2ccccc2)[C@H](O)C[C@@H]1O	53
CCOc1ccc(-c2cc(=O)n(CC(=O)NC(c3ccccc3)c3ccccc3)cn2)cc1	96
COC(=O)c1c(-c2ccc(C)c(C)c2)csc1NC(=O)CN1CC(C)OC(C)C1 (stereo not given)	74
C=CCn1c(SCC(=O)c2ccc(OC)c(OC)c2)nc2scc(-c3ccc(C)o3)c2c1=O	73
COc1ccc(OC)c(-c2ccc(=O)n(CCNC(=O)Nc3cc(C)cc(C)c3)n2)c1	69
CCn1ccc(C(=O)N=c2sc3c(OC)ccc(OC)c3n2CC(=O)OC)n1	66
Cc1ccc(C)n1CCN1CCN(S(=O)(=O)c2ccc(F)cc2F)CC1	64
CCn1c(=NC(=O)C(C)(C)C)sc2cc(F)ccc21	63

Part of the list above in order of length of the SMILES, rising:
SMILES	RMI-FANCM inh
CCn1c(=NC(=O)C(C)(C)C)sc2cc(F)ccc21	63
O=C(NCC(c1ccsc1)N1CCCCCC1)c1cccc2ccccc12 (stereo not given)	60&76
Cc1ccc(C)n1CCN1CCN(S(=O)(=O)c2ccc(F)cc2F)CC1	64
O=C(COc1ccc(F)cc1)Nc1ccc2c(c1)CN(C(=O)C1CC1)CC2	72
COc1ccc(OC)c(-c2ccc(=O)n(CCNC(=O)Nc3cc(C)cc(C)c3)n2)c1	69
C=CCn1c(SCC(=O)c2ccc(OC)c(OC)c2)nc2scc(-c3ccc(C)o3)c2c1=O	73
CC(C)OC(=O)CCC/C=C\C[C@@H]1[C@@H](CC[C@@H](O)CCc2ccccc2)[C@H](O)C[C@@H]1O	53

Continued.
SMILES	RMI-FANCM inh
CCOc1ccc(-c2noc(CSc3nc(C)c(CCO)c(=O)[nH]3)n2)cc1	64
O=C(NCc1ccco1)c1n[nH]nc1Nc1ccccc1	58
O=C(O)CCC(=O)Nc1ccc(Oc2ccccc2)cc1	64
Nc1nc(SCC(=O)c2ccc(-c3ccccc3)cc2)n[nH]1	75
O=C(CCc1ccccc1)NNC(=O)c1ccc(=O)n(Cc2ccc(Cl)cc2)c1	63
CSC(=NS(=O)(=O)/C=C/c1ccccc1)NN	55
COc1ccc(Cl)cc1NC(=O)c1c(C(=O)O)cccc1[N+](=O)[O-]	58
CC1CN(S(=O)(=O)c2ccc(C3CCCCC3)cc2)CC(C)O1 (stereo not given)	64
O=C(NCCOc1ccccc1)c1ccccc1C(=O)c1ccccc1	62
COCCCN1CN(S(=O)(=O)c2ccc(OC)cc2)c2nc3ccccc3nc21	62
CC(SC1CC(=O)N(c2ccccc2)C1=O)C(=O)O (stereo not given)	55
CCOC(=O)c1nnn(-c2ccc(F)c(Cl)c2)c1NC(=O)c1cccs1	58
O=C(CCc1ccccc1)NCC1CCN(C2CCCC2)CC1	74
CCc1cc(=O)[nH]c(-n2nc(C)cc2NC(=O)c2cccc(F)c2)n1	69
Cc1cc(C)n(CCN(C(=O)c2ccc([N+](=O)[O-])s2)c2nc3ccccc3s2)n1	63
Cc1ccc(S(=O)(=O)Nc2ccc3c(c2)N(C(=O)C2CCCC2)CC3)cc1	72
Cc1cc(C(=O)CSc2ncnc3sc4c(c23)CCC4)c(C)n1-c1ccc(F)c(Cl)c1	75
COc1ccc(Cn2cnc3c4cc(C)ccc4n(CC(=O)Nc4ccc5c(c4)OCO5)c3c2=O)cc1	78
O=C(Cn1nc(-c2ccco2)c2sc(N3CCCC3)nc2c1=O)N1CCN(c2ccccc2)CC1	77
COc1ccc(CC(=O)NCCc2ccc(N(C)C)cc2)cc1	69
Cc1ccc(-c2c(NC(=O)C(C)C)n(-c3ccccc3)nc(C)c2=O)cc1	64
CC(C)(C)CC(=O)NNC(=O)c1ccc(=O)n(Cc2ccc(Cl)cc2)c1	59
CS(=O)(=O)c1ccc(-c2ccc(NC(=O)c3cccs3)cc2)nn1	86
CCN1CCN(Cc2c(O)ccc3c2O/C(=C\c2ccc(Cl)cc2Cl)C3=O)CC1	51
Cc1[nH]c2ccccc2c1C(Nc1nccs1)c1ccc(C(C)C)cc1 (stereo not given)	53
O=C1Nc2ccccc2C1Cc1ccc(N=Cc2cc(Cl)cc(Cl)c2O)cc1 (stereo not given)	37
COC(=O)c1ccc2c(c1)C1CC(C)(O2)N(c2ccc(F)cc2F)C(=O)N1 (stereo not given)	56
Cc1cc(C)c2c(n1)sc1c(=O)n(/N=C\c3ccc4c(c3)OCO4)c(C)nc12	55&55
Cc1ccc(-n2ncc3c(C)nnc(SCC(=O)NCc4ccccc4)c32)cc1C	64
Fc1ccc2c(c1)/C(=N\Nc1ncc(C(F)(F)F)cc1Cl)CCS2	57
COc1cc(NC(=O)/C=C\C(=O)O)c(OC)cc1Cl	59
O/N=C1/CCSc2sccc21	56
O=C(NCc1ccccn1)Nc1c[nH]c2ccccc12	25*
CC(C)NC(=O)C(=O)Nc1ccc(Cl)c(N2CCCS2(=O)=O)c1	68
COC(=O)CC(C(=O)OC)N1CCN(c2ccc(F)cc2)CC1 (stereo not given)	66
Cc1cc(C(=O)Nc2nnc(-c3cc(C)n(C)n3)o2)nn1C	62
O=C(Nc1nnc(-c2ccncc2)o1)c1ccccc1I	70
Cn1nnnc1SCC1=C(C(=O)O)N2C(=O)C(NC(=O)C(OC=O)c3ccccc3)C2SC1 (stereo not given)	63
O=C(CSc1ccccn1)Nc1ccc2c(c1)OCCO2	51
O=C(O)/C=C/c1cnc[nH]1	48
COc1ccc(-c2cc3c(SCC(=O)Nc4ccc(Br)cc4)nccn3n2)cc1	87
N/C(=N/OCc1cc(Cl)cc2c1OCOC2)c1ccc(Cl)cc1	55
COc1cn(CC(=O)Nc2ccc(C)cc2)c(CSc2nc(C)cs2)cc1=O	51
Cc1ccc(C(=O)NCCSc2c(C)[nH]c3ccccc23)cc1[N+](=O)[O-]	53
Cn1c(SCC(=O)NCc2ccccc2)nnc1-c1cccn(C)c1=O	64
COc1ccc(OC)c2sc(N(CCCN3CCOCC3)C(=O)C3=COCCO3)nc12	55
CCOC(=O)c1ccc(NC(=O)c2cc3ccccc3c(=O)s2)cc1	62
O=C(NCCn1ncc2c(N3CCCC3)ncnc21)C1COc2ccccc2O1 (stereo not given)	63
O=C(Nc1ccc([N+](=O)[O-])cc1)c1ccc(CSc2ccccc2)o1	56
CN(C(=O)COc1ccc(Cl)cc1)C1(C)CCS(=O)(=O)C1 (stereo not given)	53
CCOC(=O)Cc1csc(NC(=O)CSc2nnc(-c3ccncc3)o2)n1	58
CSc1ccc2nc(N3CCN(C(=O)c4ccn(C)n4)CC3)sc2c1	61
CN(C)CCN1C(=O)C(O)=C(C(=O)c2cccs2)C1c1ccccc1 (stereo not given)	59
O=S(=O)(NCc1ccccn1)c1ccc(F)c(Cl)c1	76
O=C(CSc1nnc2n1CCN2c1ccccc1)Nc1ccccc1C(F)(F)F	56
COC(=O)/C=C/c1cn(C2OCC(CO)C2O)c(=O)[nH]c1=O (stereo not given)	65
O=C(OC1CC1(Cl)Cl)c1ccccc1 (stereo not given)	62
O=C(O)c1ccc2cccc(O)c2n1	58
Clc1ccc(CSc2ncc3ccccn23)cc1	51
CCOC(=O)N1CCN(C(=O)CN2C(=O)NC3(CCCCC3C)C2=O)CC1 (stereo not given)	72

Continuation.
SMILES	RMI-FANCM inh
O=C1Nc2ccccc2/C1=C/c1ccc(CN2C(=O)c3ccccc3C2=O)o1	60
COc1ccc(C)cc1C(=O)CN1C(=O)c2ccccc2OC(C)C1=O (stereo not given)	74
Cc1cc(C)c2nc(N(CCCN(C)C)C(=O)c3ccc4c(c3)CCCC4)sc2c1	110
O=C1C2CCCN2C(=O)C2CCCN12 (stereo not given)	46
COC(=O)c1ccc2c(c1)C(=O)N(c1ccc([N+](=O)[O-])cc1)C2=O	66
CN1c2ccc(Cl)cc2C(=O)NC1c1ccc([N+](=O)[O-])s1 (stereo not given)	56
COc1ccc(CCNC(=O)NCc2nnnn2-c2ccc(F)c(F)c2)cc1	53
O=[N+]([O-])c1cccnc1-n1nc(C(F)(F)F)cc1C(F)(F)F	56
COC(=O)c1ccsc1NC(=O)c1ccccc1	45
Cc1cc(C)c(S(=O)(=O)NCCNC(=O)c2ccc(NC(=O)C(C)(C)C)cc2)cc1C	65
CCOc1ccccc1C(=O)Nc1ccc2c(c1)N(CCOC)CCC2	62
CN1CCN(C(CNC(=O)c2ccccc2)c2ccc(N(C)C)cc2)CC1 (stereo not given)	59
O=C(Nc1ccc2c(c1)C(=O)NC2=O)c1ccc([N+](=O)[O-])s1	58
Cc1cc(C)c(C#N)c(SCc2ccc(Cl)cc2)n1	58
O=c1cc(-c2ccccn2)nc(SCc2nc(-c3ccccc3Cl)no2)[nH]1	61
O=C(Nc1ccc2c(c1)CN(C(=O)c1ccccc1)CC2)c1ccc(Br)o1	74
Cc1ccc(CNC(=O)CSc2nccn3nc(-c4cccc5ccccc45)cc23)cc1	79
Cc1nc2ccc(NC(=O)COc3ccc(Cl)cc3)cc2s1	54
O=C(Cc1cccs1)NCCS(=O)(=O)N1CCN(CCc2ccccc2)CC1	63
O=C(Nc1ccc(S(=O)(=O)N2CCOCC2)cc1)c1ccc(Br)s1	60
C=CCNC(=O)Cn1c(CO)cnc1SCC(=O)Nc1ccc(F)cc1F	55
O=C(CSC1=NCCc2ccccc21)c1ccc(Cl)c(Cl)c1	59
O=C(N/C(=C/c1ccc(Cl)cc1)P(=O)(c1ccccc1)c1ccccc1)c1ccccc1	62
O=c1cc(-c2ccccc2)oc2c(O)c(O)ccc12	64
CCOC(=O)CCC(=O)N1CCCC(c2nnc(-c3ccc4c(c3)OCO4)o2)C1 (stereo not given)	63
CCOc1ccc(NC(=O)CSc2nnc3scc(-c4ccccc4)n23)cc1	62
NC(=O)c1nc(-c2ccc([N+](=O)[O-])cc2)nc2c1[nH]c(=O)n2-c1cccc(Cl)c1	87
CCOC(=O)c1ccc(NC(=O)CSc2nnc(Cc3ccc(OC)cc3)n2N)cc1	52
CCc1cccc2sc(N3CCN(C(=O)C4CCCN(S(C)(=O)=O)C4)CC3)nc12 (stereo not given)	65
C/C(=N/O)c1ccc(OC(=O)c2ccc(Br)o2)cc1	59
CCOc1cccc2sc(N(CCn3nc(C)cc3C)C(=O)c3cccs3)nc12	62
N#C/C(=C\Nc1ncccn1)C(=O)c1cccs1	73
CCOC(=O)Cc1csc(NC(=O)CSc2ncc(-c3ccccc3)n2C)n1	55
Cc1ccc(C(=O)NCCn2cc(SCC(=O)N3CCc4ccccc43)c3ccccc32)cc1	64
COc1cc(C)c(C)cc1S(=O)(=O)N1CCN(c2ccc(-c3cccs3)nn2)CC1	70
Cc1cc(C(=O)N(CCCN(C)C)c2nc3c(C)cccc3s2)on1	70
C=CCn1c(=O)c2ccc(C(=O)NCc3ccccc3)cc2n(CC(=O)Nc2ccc(F)cc2F)c1=O	58
CCOc1ccc(S(=O)(=O)N2CCN(c3ccc(-c4ccco4)nn3)CC2)cc1	81
c1ccc(OCCNCC2CCCO2)cc1 (stereo not given)	65
CCOc1ccc2ncc(C#N)c(Nc3ccc(C(C)C)cc3)c2c1	67

7 entries drawn at random from the list so far, as already listed:
SMILES	RMI-FANCM inh
CCOc1ccc(S(=O)(=O)N2CCN(c3ccc(-c4ccco4)nn3)CC2)cc1	81
CCOc1cccc2sc(N(CCn3nc(C)cc3C)C(=O)c3cccs3)nc12	62
C=CCNC(=O)Cn1c(CO)cnc1SCC(=O)Nc1ccc(F)cc1F	55
O=C(N/C(=C/c1ccc(Cl)cc1)P(=O)(c1ccccc1)c1ccccc1)c1ccccc1	62
CCOC(=O)c1ccc(NC(=O)CSc2nnc(Cc3ccc(OC)cc3)n2N)cc1	52
CCOC(=O)Cc1csc(NC(=O)CSc2ncc(-c3ccccc3)n2C)n1	55
CCc1cccc2sc(N3CCN(C(=O)C4CCCN(S(C)(=O)=O)C4)CC3)nc12 (stereo not given)	65

New compounds follow
SMILES	RMI-FANCM inh
CCOC(=O)c1c(-c2ccc(C)c(C)c2)csc1NC(=O)CSc1nc2[nH]ncc2c(=O)n1-c1ccccc1	93
CCOC(=O)c1ccc(S(=O)(=O)Nc2ccc(-c3ccc(S(=O)(=O)CC)nn3)cc2)cc1	53
O=C1/C(=C/c2ccc([N+](=O)[O-])cc2)SC(=S)N1CCS(=O)(=O)O	72
CC(=O)Nc1c([N+](=O)[O-])cc(N(C(C)=O)S(=O)(=O)c2ccccc2)c2ccccc12	61
O=c1c(F)cn(CC2CC(c3ccccc3)=NO2)c(=O)n1CC1CC(c2ccccc2)=NO1 (stereo not given)	80&59
Cc1cc(C)cc(NC(=O)Cn2nc(C(C)C)c3cnn(-c4ccc(C)c(C)c4)c3c2=O)c1	81
COC(=O)c1ccc2c(c1)N(C)S(=O)(=O)c1cnc(SC)nc1-2	62
COc1cc(=O)n(-c2ccc(C)cc2)nc1C(=O)NCC(C)C	70

An excerpt; the hit share may differ from the screen's.
